# Pf apPOL block: Pf-apPOL inhibitors, biochemical, fluorescence; Plasmodium falciparum apicoplast DNA polymerase (apPOL); Recombinant Pf-apPOL, molecular beacon fluorescence, 1.5 h; inhibition, % at 10 µM; 210,000 compounds, 0.25% hits; AID 1794808, 2022
# mHTT CaM bind: mutant huntingtin-calmodulin interaction inhibitors – biochemical, AlphaScreen, primary screen | P42858 | AlphaScreen His-mHTT/GST-CaM binding, luminescence | inhibition, % at 15 µM | 190,000 compounds, 3.6% hits | AID 1671202, 2021;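 also: 0% = both proteins with DMSO and 100% = one protein alone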
# * marks the source's active call; other numbers are inactive results; i = inactive; / = not tested or not shown; & = joins results of further samples. Rule as the data show it: active = inhibition above about 50%; inactive = the rest.
SMILES,Pf apPOL block,mHTT CaM bind
CC[C@@H](C)[C@H]1O[C@]2(CC[C@@H]1C)C[C@@H]1C[C@@H](C/C=C(\C)[C@@H](O[C@H]3C[C@H](OC)[C@@H](O[C@H]4C[C@H](OC)[C@@H](O)[C@H](C)O4)[C@H](C)O3)[C@@H](C)/C=C/C=C3\CO[C@@H]4[C@H](O)C(C)=C[C@@H](C(=O)O1)[C@]34O)O2,15.2,/
CSc1cccc(NC(=O)C(C)N(c2ccccc2)S(C)(=O)=O)c1 (configuration not stated),-5.5,0.6
CCCCN(CC)C(=O)c1noc2c1CCCCC2,4.4,-10.0
CCOc1ccc(NC(=O)CSc2nc(C(F)(F)F)cc(=O)[nH]2)cc1,-6.6,-3.0
COc1ccc(/C=C2/N=C(c3ccc(C)cc3)OC2=O)cc1Br,-10.3,12.0
NC(=O)c1sccc1Cl,-6.4,/
Cc1ccc(NC(=O)c2ncn(-c3ccccc3C)n2)cc1C,-2.2,3.6
NC(CC(=O)O)c1ccc(Cl)cc1 (configuration not stated),-1.8&-5.5,-4.5
COCCN1C(=O)CCc2cc(NS(=O)(=O)c3ccc(C)cc3)ccc21,-5.2,-2.0
COc1ccccc1C1=NOC(C(=O)Nc2ccc(F)cc2F)C1 (configuration not stated),-6.8,-12.6
CC(C)Oc1ccc(CN2C(=O)CCC2(C)C(=O)NC2CCCC2)cc1 (configuration not stated),-0.3,-5.1
NC(=O)CSc1oc(-c2ccccc2)nc1S(=O)(=O)c1ccc(Br)cc1,-1.5,8.0
CCOc1ccc(/C=C2N=C(/C=C/c3ccccc3OC)OC\2=O)cc1,-1.6,3.0
CC(=O)c1cccc(C(=O)N2CCC3(CC2)NC(=O)N(Cc2cccc(Cl)c2)C3=O)c1,-5.5,9.5
CC(C)(C)C(=O)N(CCc1cccs1)C1CC1,4.4,-3.5
COCC(=O)NC1CCN(CC(C)(C)C)CC1C(=O)N(C)C (configuration not stated),-8.5,4.0
O=C(O)c1ccccc1SCc1ccc2c(c1)OCO2,-4.3,-5.0
CCc1cc(-c2onc(C)c2-c2ccc(OC)cc2)c(O)cc1OC,-3.4,20.0
CC(O)(CNC(=O)C1(c2cccs2)CCCC1)C1CC1 (configuration not stated),4.6,-21.8
O=C(c1cccnc1N1CCSCC1)N1CCCC1,-0.3,4.3
Cc1ccc(N=c2oc3c(C)ncc(CO)c3cc2C(N)=O)c(F)c1,-3.2,8.0
O=[N+]([O-])c1cnc(N2CCN(Cc3ccccc3)CC2)c([N+](=O)[O-])c1,1.5,4.0
C[C@H]1[C@@H]2C[C@H]([C@H]3CCCCN31)[C@H](OC(=O)Nc1cccc(C(F)(F)F)c1)C2,-6.1,8.0
O=C(O)C1C2CCC(O2)C1C(=O)Nc1cccnc1 (configuration not stated),-16.2,-6.0
O=C(C=Cc1cc2c(cc1Br)OCO2)c1ccccn1,0.1,7.2

# Sorted by formula weight (largest number first): some entries from above.
SMILES,Pf apPOL block,mHTT CaM bind
NC(=O)CSc1oc(-c2ccccc2)nc1S(=O)(=O)c1ccc(Br)cc1,-1.5,8.0
CC(=O)c1cccc(C(=O)N2CCC3(CC2)NC(=O)N(Cc2cccc(Cl)c2)C3=O)c1,-5.5,9.5
CCOc1ccc(NC(=O)CSc2nc(C(F)(F)F)cc(=O)[nH]2)cc1,-6.6,-3.0
CSc1cccc(NC(=O)C(C)N(c2ccccc2)S(C)(=O)=O)c1 (configuration not stated),-5.5,0.6
COCC(=O)NC1CCN(CC(C)(C)C)CC1C(=O)N(C)C (configuration not stated),-8.5,4.0
Cc1ccc(NC(=O)c2ncn(-c3ccccc3C)n2)cc1C,-2.2,3.6
CCCCN(CC)C(=O)c1noc2c1CCCCC2,4.4,-10.0

# More compounds follow.
SMILES,Pf apPOL block,mHTT CaM bind
O=c1/c(=C/c2cccc(Br)c2)sc2n1CN(c1ccccc1)CN=2,-4.8,-5.0
Cc1ccc(N=Cc2nc(-c3ccc(Cl)cc3)oc2O)cc1,7.6,1.0
CCc1ccc(NC(=O)Cn2cccc2-c2nnc(C)o2)cc1,-2.3,-7.0
COc1ccc(OC)c(S(=O)(=O)N2CCCC(C)(C(=O)NCc3ccccc3)C2)c1 (configuration not stated),-3.0,15.2
Cc1cccc(C(=O)N2CCCCC2CCN2CCCC2)c1 (configuration not stated),-6.9,-7.5
CC(C)(C)c1ccc(OCCCCN2CCOCC2)cc1,7.3,7.7
CC(=O)Nc1ccc(C(=O)NCC#CCN2CCc3ccccc3C2)cc1,-3.8,-4.6
CCn1c(C2CCN(C(=O)c3cccc(OC)c3)C2)nc2cccnc21 (configuration not stated),0.2,-1.2
Cc1nn(C(=O)COc2ccc(Cl)cc2)c(C)c1Sc1ccc([N+](=O)[O-])cc1,-8.0,-3.0
Cc1ccc(N2CCC(NC(=O)c3ccsc3)C2=O)cc1C (configuration not stated),-0.2,-1.5
Cc1cc2nn(Cc3ccccn3)c(=O)n2c(C(C)C)n1,-2.5,-11.3
NC(N)=NS(=O)(=O)c1ccc(N=Cc2ccccc2[N+](=O)[O-])cc1,-2.3,4.0
COc1ccc(/C=C2\C(=O)Nc3ccc(Br)cc32)cc1OC,-2.7,90.0*
COc1ccc(-n2nnc(-c3nc(C)c(C(=O)NCCCOC(C)C)s3)c2C)cc1,-20.1,2.1
COc1ccc(CN2CC(C(=O)Nc3ccc(C)cc3)CC2=O)cc1 (configuration not stated),0.3,19.0
COCCNC(=O)N1CC(=O)Nc2ccccc21,-4.1,-11.0
CC(C)Oc1cc(O)c2c(=O)c(-c3ccc(O)cc3)coc2c1,-0.9,36.2
Cc1ccc(N2CCC(C(=O)NCC3CCCO3)C2=O)cc1Cl (configuration not stated),-3.5,-3.1
Cc1cc(NC(=O)Cc2ccccc2[N+](=O)[O-])no1,-1.8,8.3
Cc1c(NC(=O)C2CC=CCC2C(=O)O)c(=O)n(-c2ccccc2)n1C (configuration not stated),-0.2,-3.0
CC(=O)Nc1ccc(-c2noc(C3CCN(C(=O)c4ccc(C)cc4C)CC3)n2)cc1,-1.0,29.1
O=C(CSc1ccccc1)Nc1ccc(I)cc1,-2.1,-6.6
CN=C1S/C(=C\c2ccc(Oc3ccc([N+](=O)[O-])cc3C#N)c(OC)c2)C(=O)N1C,1.4,12.0
COc1ncc(-c2ccc(N3C(c4ccsc4)=Cc4ccc(F)cc4C3CC(=O)c3ccco3)cc2)cn1 (configuration not stated),-6.2,15.1
CC(C(=O)NCc1ccccn1)N1C(=O)COc2ccc(Cl)cc21 (configuration not stated),-12.9,-2.0

# As entered above:
# `COc1ccc(OC)c(S(=O)(=O)N2CCCC(C)(C(=O)NCc3ccccc3)C2)c1` (configuration not stated) in mHTT CaM bind has 15.2
# `Cc1cccc(C(=O)N2CCCCC2CCN2CCCC2)c1` (configuration not stated) in Pf apPOL block has -6.9

# Further structures follow.
SMILES,Pf apPOL block,mHTT CaM bind
Cc1ccc(NC(=O)N2CCC3(CC2)NC(=O)c2ccccc2N3C)cc1C,-2.0,-5.8
CCSc1nnc2c(n1)OC(CC)N(C(=O)CC)c1ccccc1-2 (configuration not stated),15.4,-1.0
CSc1nsc(SC)c1C(=O)NCCNC(C)=O,17.2,-2.0
CCc1nc(SCC(=O)Nc2cccc(C(F)(F)F)c2)c(C#N)cc1C,1.5,-4.0
COc1ccc(CC(=O)O/N=C(\N)c2ccncc2)cc1OC,-0.5,i
Cc1ccc(/C=C2\SC(N3CCN(CCO)CC3)=NC2=O)cc1,4.7,10.0
O=C(NCc1cccnc1)c1cccc(CN2C(=O)CSc3ccccc32)c1,2.8,92.1*
NC(=O)c1c(NC(=O)CN2C(=O)c3ccccc3C2=O)sc2c1CCC2,-2.0&0.1,-6.0&1.2
COc1ccc(/C=C2/N=C(c3ccc(Br)cc3)OC2=O)cc1OC,-5.0,1.0
O=[N+]([O-])c1cc(C(F)(F)F)cc([N+](=O)[O-])c1NN=Cc1cc(Cl)cc(Cl)c1O,-0.4&0.3,/
C=CCN1C(=O)C(=O)C(=C(O)c2ccc(Br)cc2)C1c1ccc([N+](=O)[O-])cc1 (configuration not stated),-2.5,13.9
Nc1ncnc(Nc2ccc(Br)cc2)c1[N+](=O)[O-],0.3,0.0
Cc1ccc(C2CC(C(F)(F)F)n3ncc(C(=O)N4CCc5ccccc5C4)c3N2)cc1 (configuration not stated),-5.4,-2.4
COc1cccc(CNC(=O)C2CCCN(C(=O)c3ccccc3F)C2)c1 (configuration not stated),-15.5,25.4
CCn1c(CNC(C)=O)nc2c1CN(C(=O)c1cc3c(s1)CCCC3)CC2,-0.3,7.3
Cc1cc(O)cc2c1C(=O)C(=Cc1cccc(Br)c1)O2,3.1,7.4
CN(C)NC(=S)NC1CC2CCC1C2 (configuration not stated),-7.2,/
O=C(c1cnn(-c2ccccc2)n1)N1CCC(Cn2cccn2)CC1,-18.2,-11.9
CCC(=O)Oc1cc2c(C(=O)OC(C)C)c(C)oc2cc1Br,-3.5,-19.3
COc1ccc(CNS(=O)(=O)c2ccc(F)c(C(=O)Nc3cc(C)ccc3OC)c2)cc1,-2.4,20.0
Cc1nnc(N2C(=O)C(=O)C(=C(O)c3ccc(OC(C)C)cc3)C2c2ccccc2F)s1 (configuration not stated),-5.4,10.5
CC(C(=O)N1CCC(Nc2cccn3ncnc23)CC1)c1ccccc1 (configuration not stated),-5.0,2.7
O=C(c1cc2ccccc2[nH]1)N1CCN(C(=O)c2ccccc2Br)CC1,1.2,15.0
N#CC(=Cc1ccc(Cl)cc1Cl)C(=O)c1ccsc1,3.8,/
Cc1ccc(S(=O)(=O)CCc2nc3ccccc3o2)cc1C,-8.5,1.2

# The listing continues:
SMILES,Pf apPOL block,mHTT CaM bind
COc1ccc(CC(=O)N2N=C(c3ccc(Br)cc3)CC2(O)C(F)(F)F)cc1 (configuration not stated),-1.4,19.0
Cc1cccc(C(=O)Nc2ccc(S(=O)(=O)N3CCCCCC3)cc2)c1,1.5,-12.1
COc1ccc(NC(=O)NC(=O)c2cc(OCC(F)(F)F)ccc2OCC(F)(F)F)cc1,-8.3,/
O=C(c1ccc(OC(F)(F)F)cc1)c1cc2cc(Br)cc(Br)c2o1,-6.8&-0.5,/
Cc1onc(-c2ccccc2)c1-c1csc(Nc2ccccc2Cl)n1,-7.7,/
C=CCN1C[C@H](COC(=O)CSc2ccccc2)Oc2cccc(F)c2S1(=O)=O,-0.2,-7.9
Cc1nc(-c2noc(C(=O)NNC(=O)Nc3cccc(C(F)(F)F)c3)n2)cs1,-1.6&-2.9,/
CCC(CC)C(=O)Nc1c2c(nn1-c1ccc(OC)cc1)CS(=O)C2 (configuration not stated),-1.7,2.0
COc1ccc(C(=O)Nc2ccc(N(C)C(C)=O)cc2)c(OC)c1,-5.3,-1.2
Cc1cc(C)c(-c2csc(NC(=O)c3cc(=O)c4ccccc4o3)n2)c(C)c1,2.5,-5.0
O=C(O)c1ccccc1NC(C(=O)O)c1ccccc1 (configuration not stated),5.2,/
COc1ccc(-c2c(C#N)c(N)nc3c2CCC3)cc1,-7.3,-16.8
COc1ccc(CCN=Cc2cc(Cl)cc(Cl)c2O)cc1OC,10.2,/
Cc1nn(C)c(C)c1CNC(=O)c1ccc2c(c1)N(C)C(=O)C1CCCCN21 (configuration not stated),0.8,0.2
O=c1oc(-c2ccccc2Br)nc2ccccc12,-0.5,0.0
COc1ccccc1-n1ncc2c(=O)[nH]c(SCC(=O)OCc3ccccc3)nc21,-4.3,-5.6
C=CCn1cnc2c1c(=O)n(C1CCCC1)c(=O)n2-c1ccccc1Cl,-0.7,-2.3
C=CS(=O)(=O)c1ccc(C(C)(C)C)cc1,-8.0,-7.5
Cc1[nH]nc2nc(SCC(=O)N3CCCC3)n(-c3cccc(Cl)c3)c(=N)c12,-7.8,46.0
CC(C)NC(=O)c1nnn(-c2ccc(F)cc2)c1-c1ccncc1,-2.5,-3.6

# In the list so far, these have a tert-butyl group:
SMILES,Pf apPOL block,mHTT CaM bind
CC(C)(C)C(=O)N(CCc1cccs1)C1CC1,4.4,-3.5
COCC(=O)NC1CCN(CC(C)(C)C)CC1C(=O)N(C)C (configuration not stated),-8.5,4.0
CC(C)(C)c1ccc(OCCCCN2CCOCC2)cc1,7.3,7.7
C=CS(=O)(=O)c1ccc(C(C)(C)C)cc1,-8.0,-7.5

# Rewritten with tabs: entries from further up
SMILES	Pf apPOL block	mHTT CaM bind
COc1ccc(CCN=Cc2cc(Cl)cc(Cl)c2O)cc1OC	10.2	/
Cc1nn(C)c(C)c1CNC(=O)c1ccc2c(c1)N(C)C(=O)C1CCCCN21 (configuration not stated)	0.8	0.2
O=c1oc(-c2ccccc2Br)nc2ccccc12	-0.5	0.0
COc1ccccc1-n1ncc2c(=O)[nH]c(SCC(=O)OCc3ccccc3)nc21	-4.3	-5.6
C=CCn1cnc2c1c(=O)n(C1CCCC1)c(=O)n2-c1ccccc1Cl	-0.7	-2.3
C=CS(=O)(=O)c1ccc(C(C)(C)C)cc1	-8.0	-7.5

# Screens deposited in PubChem BioAssay by University of Kansas High Throughput Screening Laboratory.

# These rows are one share of the data, so the mix of outcomes need not match the whole.
